Screening results as filed in PubChem.
SRC1 inh: inhibitors of human steroid receptor coactivator 1 (SRC1) | Q15788 | HEK293 GAL4-SRC1 luciferase reporter, luminescence | inhibition, % at 3.6 µM | 360,000 compounds, 0.12% hits | AID 588354;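 active = inhibition above the campaign mean plus 3 SD, with each screening campaign given its own cutoff, cut at about 60% in these data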;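 note: 0% = DMSO treated cells and 100% = gossypol at 36 µM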
NR5A2 inv ag: suppresses constitutive activity of human LRH-1; O00482; inhibition, % at 3.6 µM; HEK293T StAR-luciferase reporter, LRH-1 transfected, 24 h; 360,000 compounds, 0.13% hits; AID 602396;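 active = inhibition above the mean inhibition of all tested compounds plus 3 SD, cut at about 73% in these data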;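 note: 0% = DMSO wells and 100% = reporter-only cells lacking LRH-1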
TLR9-MyD88 inh: TLR9-MyD88 interaction inhibition; Q9NR96+Q99836; inhibition, % at 4.98 µM; 340,000 compounds, 0.21% hits; CHO BLA complementation TLR9-MyD88, CCF4 FRET ratio;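 active = inhibition above the mean over all tested compounds plus 3 SD, cut at about 21% in these data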;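 note: 0% = DMSO only wells and 100% = clavulanate BLA inhibitor control wells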
LMP1 NFkB inh: inhibitors of Epstein-Barr LMP1-induced NF-kappaB reporter; LMP1-induced NF-kappaB luciferase reporter cells, luminescence; 350,000 compounds, 0.69% hits; inhibition, % at 12.5 µM; in the data active = inhibition above about 41%;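 note: 0% = neutral control wells and 100% = reference inhibitor control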
MC4R ag barr: activates human MC4R beta-arrestin recruitment | P32245 | U2OS MC4R beta-arrestin complementation, luminescence; percent of melanotan II response, DMSO zero | activation, % at 8.9 µM | 360,000 compounds, 0.98% hits | AID 540308;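 active = activation above a per-plate cutoff, the mean activation of sample wells on that plate plus 3 SD, cut at about 8% in these data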
Target sequence (P32245 whole entry, looked up): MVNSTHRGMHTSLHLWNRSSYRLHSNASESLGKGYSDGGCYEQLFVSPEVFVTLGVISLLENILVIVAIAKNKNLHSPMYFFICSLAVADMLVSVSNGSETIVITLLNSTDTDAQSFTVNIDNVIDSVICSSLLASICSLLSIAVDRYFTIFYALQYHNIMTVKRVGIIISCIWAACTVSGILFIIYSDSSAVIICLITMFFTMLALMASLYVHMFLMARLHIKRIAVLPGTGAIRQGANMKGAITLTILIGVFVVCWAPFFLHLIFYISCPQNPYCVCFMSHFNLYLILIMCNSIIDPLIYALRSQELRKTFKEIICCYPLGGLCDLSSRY
ABHD5-PLIN5 inh: inhibitors of human ABHD5-perilipin-5 interaction | Split G. princeps luciferase complementation, luminescence, 4 h | inhibition, % at 4 µM | 360,000 compounds, 0.78% hits | AID 602281;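 active = inhibition above the mean inhibition across every tested compound plus 3 SD, cut at about 22% in these data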;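 note: 0% = DMSO only wells and the 100% control is not disclosed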
NOD2 RIPK2 PPI: NOD2-RIPK2 protein interaction inhibition. 360,000 compounds, 0.38% hits. O43353. inhibition, % at 4.98 µM. CHO BLA complementation NOD2-RIPK2, CCF4 ratio. AID 624267; in the data active = inhibition above about 21%;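 note: 0% = vehicle only and 100% = reference blocker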
Target sequence (O43353 whole entry, looked up): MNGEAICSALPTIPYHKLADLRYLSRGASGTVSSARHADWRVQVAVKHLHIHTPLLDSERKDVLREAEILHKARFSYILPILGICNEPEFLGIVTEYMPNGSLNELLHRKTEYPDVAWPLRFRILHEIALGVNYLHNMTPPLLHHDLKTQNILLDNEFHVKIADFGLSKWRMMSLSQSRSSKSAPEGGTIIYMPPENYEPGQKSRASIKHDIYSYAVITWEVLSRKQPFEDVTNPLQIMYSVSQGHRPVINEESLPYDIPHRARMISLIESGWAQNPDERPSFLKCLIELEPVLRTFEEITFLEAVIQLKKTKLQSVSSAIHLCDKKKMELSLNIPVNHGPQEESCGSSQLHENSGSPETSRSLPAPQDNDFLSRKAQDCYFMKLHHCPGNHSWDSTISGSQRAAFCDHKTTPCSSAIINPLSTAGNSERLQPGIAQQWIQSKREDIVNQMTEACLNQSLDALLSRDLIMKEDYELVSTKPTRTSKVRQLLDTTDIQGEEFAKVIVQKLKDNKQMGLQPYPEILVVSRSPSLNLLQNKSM
NR2F2 inh: NR2F2 (human) inhibition, primary screen; HEK293T NGFI-A luciferase reporter, luminescence; inhibition, % at 8.6 µM; 370,000 compounds, 0.7% hits;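 active = inhibition above a per-plate cutoff, mean inhibition of test wells between control levels plus 3 SD, cut at about 38% in these data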;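 note: cells cotransfected with COUP-TFII expression vector driving the NGFI-A reporter; 0% = median of COUP-TF2 test wells and 100% = reporter-only cells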
MC4R antag cAMP: blocks human MC4R cAMP signaling. P32245. MC4R-expressing cells, MTII-stimulated cAMP, LANCE TR-FRET. inhibition, % at 6.5 µM. 360,000 compounds, 0.48% hits. AID 540295;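 active = inhibition above its plate's cutoff, the mean of tested wells on that plate plus 3 SD, cut at about 29% in these data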;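 note: 0% = Melanotan II alone and 100% = Melanotan II plus saturating MCL0020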
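Material – human MC4R-expressing U2OS cells · Repeats – no replicates · Detection – TR-FRET with Eu-cAMP and labeled anti-cAMP, 671 nm · Times – compound 30 min, challenge 1 h, detection 1 h · Compound – single nominal compound dose of 6.5 µM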
SRC3 inh: human NCOA3 inhibition; HEK293 GAL4-SRC3 luciferase reporter, luminescence; AID 588352; 360,000 compounds, 0.17% hits; inhibition, % at 3.6 µM;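 active = inhibition above a per-campaign cutoff, the mean of all compounds plus 3 SD, cut at about 60% in these data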;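 note: 0% = DMSO-treated cells and 100% = gossypol-treated cells at 36 µM; higher means less SRC3-driven luciferase light from the GAL4 reporter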
NCOA2 inhibitor: human SRC2 (NCOA2) inhibition | inhibition, % at 9 µM | Q15596 | HEK293 GAL4-SRC2 luciferase reporter, luminescence | AID 651957 | 370,000 compounds, 0.17% hits;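 active = inhibition above the mean inhibition of all tested compounds plus 3 SD, set per campaign, cut at about 52% in these data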;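 note: 0% = DMSO treated cells and 100% = cells given Gossypol at 36 µM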
An asterisk follows results filed as active; . = no result given.

1. CN(C)S(=O)(=O)N(CC(=O)Nc1ccc2ccccc2c1)c1ccccc1
2. CCC1CCCCN1CCCNC(=O)CCNC(=O)Cn1cnc2ccccc2c1=O (stereo not given)
3. CCOC(=O)CN1C(=O)C(CC)Oc2ccc(Cl)cc21 (stereo not given)
4. CCn1cc(C(=O)NCc2ccc3c(c2)OCO3)c(=O)c2cc(S(=O)(=O)N(C)C)ccc21
5. Cc1ccc(C)c(NC(=S)N(C)C)c1
6. O=S(=O)(NCC1COc2ccccc2O1)c1ccccc1F (stereo not given)
7. COc1cccc(OC)c1OC(=O)/C=C/c1ccc(C)o1
8. CCC1Oc2ccccc2N(CC(=O)NCCN2CCCC2)C1=O (stereo not given)
screen / no.,1,2,3,4,5,6,7,8
SRC1 inh,-7,-6,10,13,-3,-9,-1,1
NR5A2 inv ag,13,-2,-2,22,9,4,-5,8
TLR9-MyD88 inh,3,5,2,12,0,4,9,-11
LMP1 NFkB inh,7,-2,1,4,3,0,-3,5
MC4R ag barr,1.2,-1.2,0.4,-2.7,-0.9,-1.9,-0.4,-3.1
ABHD5-PLIN5 inh,1,3,5,-2,-5,-3,6,-9
NOD2 RIPK2 PPI,3,2,12,14,-6,-1,-2,-9
NR2F2 inh,-3,2,5,26,-10,12,-29,5
MC4R antag cAMP,9,-9,0,8,-4,15,6,14
SRC3 inh,-7,11,10,14,2,3,-10,-16
NCOA2 inhibitor,-16,13,-8,-3,-31,0,-7,-18

9. CCCCOc1ccc(C(=O)Nc2cc(C)c(OCC(=O)N3CCOCC3)c(C)c2)cc1
10. CC(C)C[C@H](NC(=O)NCCC1=CCCCC1)C(=O)O
11. CCN(CC)CCCN1C(=O)C(=O)/C(=C(/O)c2ccc3c(c2)OCCO3)C1c1ccco1 (stereo not given)
12. CN1CCN(S(=O)(=O)c2ccc(NC(=O)c3cccc(F)c3)cc2)CC1
13. CCOC(=O)Cn1ccc2cc(S(=O)(=O)N3CCCC3)ccc21
14. Cc1nn2cnc3sc4c(c3c2nc1=O)CCCC4
15. CCCCCCCCN1C(=O)[C@H](CC(=O)NCCC(C)C)C[C@@]2(C(=O)OCC)CCCC=C12
16. O=C(CS(=O)c1ccc(F)cc1)N1CCOCC1 (stereo not given)
screen / no.,9,10,11,12,13,14,15,16
SRC1 inh,-16,0,-26,-2,13,-8,.,28
NR5A2 inv ag,-17,2,-5,-4,25,12,5,6
TLR9-MyD88 inh,-1,-5,-8,6,-1,-1,.,-4
LMP1 NFkB inh,7,-3,-10,-52,1,-5,.,0
MC4R ag barr,-0.1,-0.8,-0.7,2.0,1.8,0.6,.,0.2
ABHD5-PLIN5 inh,8,-1,2,-1,11,2,7,4
NOD2 RIPK2 PPI,-6,4,-2,2,3,3,4,2
NR2F2 inh,-11,7,-6,9,3,-9,21,-13
MC4R antag cAMP,1,4,5,3,5,7,.,13
SRC3 inh,-18,-8,-7,0,20,-4,.,5
NCOA2 inhibitor,-32,-4,-87,-30,-6,-2,-24,0

Reprinted from the part before: four compounds; new compounds follow.
13. CCOC(=O)Cn1ccc2cc(S(=O)(=O)N3CCCC3)ccc21
14. Cc1nn2cnc3sc4c(c3c2nc1=O)CCCC4
15. CCCCCCCCN1C(=O)[C@H](CC(=O)NCCC(C)C)C[C@@]2(C(=O)OCC)CCCC=C12
16. O=C(CS(=O)c1ccc(F)cc1)N1CCOCC1 (stereo not given)
17. CC(=O)c1c(C)nc2cc(Cl)ccc2c1N
18. CC1SC2(NC1=O)C1CC3CC(C1)CC2C3 (stereo not given)
19. CCCN1CCC(NC(=O)CCc2nnc(Cc3cc(OC)ccc3OC)o2)CC1
20. C(=N/Nc1nc(-c2ccccc2)cc(-c2ccccc2)n1)/c1cccnc1
21. CC(Oc1cc2oc(=O)c3c(c2cc1Cl)CCC3)C(=O)NCc1ccncc1 (stereo not given)
22. CCOC(=O)CCC(=O)N1CCOCCOCCOCC1
23. Cc1ccsc1C(=O)N1CCN(c2ccccn2)CC1
24. O=C(Cn1c(SCc2ccccc2)nc2ccccc21)N1CCOCC1
screen / no.,13,14,15,16,17,18,19,20,21,22,23,24
SRC1 inh,13,-8,.,28,-6,-2,-2,-25,12,-1,5,-25
NR5A2 inv ag,25,12,5,6,5,-12,-14,-18,-8,12,5,-40
TLR9-MyD88 inh,-1,-1,.,-4,10,7,-12,7,-6,11,-6,6
LMP1 NFkB inh,1,-5,.,0,-6,-4,-9,-16,-6,-23,-3,-4
MC4R ag barr,1.8,0.6,.,0.2,-1.4,-3.8,-2.0,-1.7,0.4,0.3,-1.0,-2.9
ABHD5-PLIN5 inh,11,2,7,4,-3,4,-2,-4,4,2,2,-6
NOD2 RIPK2 PPI,3,3,4,2,1,3,-4,-1,-13,2,-2,4
NR2F2 inh,3,-9,21,-13,-9,-8,-1,-39,-11,-11,-7,-30
MC4R antag cAMP,5,7,.,13,-3,2,14,12,-3,5,0,-1
SRC3 inh,20,-4,.,5,11,4,-9,-1,-21,-1,-2,-7
NCOA2 inhibitor,-6,-2,-24,0,-26,-20,-23,6,9,-21,-6,-9

25. COCCN1CC(CNC(=O)c2cc(COc3ccc(C)c(C)c3)on2)CC1=O (stereo not given)
26. CNc1cc(-c2ccc(C(=O)OC)cc2)ncn1
27. CC1CCN(C(=O)Cn2cc(C#N)c3ccccc32)CC1
28. COc1ccc2c(c1)CC/C2=N\OC(=O)c1ccccc1C
29. CC(NC(=O)C1CCN(C(=O)Nc2ccccc2)CC1)c1ccc(Cl)cc1 (stereo not given)
30. O=C(Nc1ccccc1F)c1cc(S(=O)(=O)N2CCOCC2)cs1
31. O=C(CCCN1C(=O)NC2(CCCC2)C1=O)Nc1ccc(Cl)c(S(=O)(=O)N2CCOCC2)c1
32. Cc1cccc(C2CC(c3ccccc3)Nc3nc(N)nn32)c1 (stereo not given)
screen / no.,25,26,27,28,29,30,31,32
SRC1 inh,-87,-48,0,-71,-5,-14,-3,5
NR5A2 inv ag,-12,-45,-13,-5,-27,-13,6,-8
TLR9-MyD88 inh,13,.,-3,-7,-6,12,-4,-6
LMP1 NFkB inh,21,.,1,-39,4,10,2,-6
MC4R ag barr,-2.9,-2.0,-0.5,-0.3,-0.9,-1.8,-4.0,-1.8
ABHD5-PLIN5 inh,-9,6,5,3,-1,3,7,2
NOD2 RIPK2 PPI,-2,-5,10,-5,-7,-4,2,0
NR2F2 inh,-11,-20,-6,-25,13,-12,1,-9
MC4R antag cAMP,8,-11,-1,-7,8,4,8,-6
SRC3 inh,-6,-49,5,-53,6,-14,-2,11
NCOA2 inhibitor,1,-13,23,-58,5,22,29,-5

33. O=C(COc1ccccc1)NC(NC(=S)Nc1ccccc1C(=O)O)C(Cl)(Cl)Cl (stereo not given)
34. Cc1nnc(SCC(=O)N(CC(C)C)C2CCS(=O)(=O)C2)n1N (stereo not given)
35. COC(=O)/C=C/c1cccc([C@H]2[C@@H]3C=CC[C@@H](C)[C@@H]3C(=O)N2Cc2ccccc2)c1
36. CN1CCN(C(=O)C23CCC(C)(c4nc5ccccc5nc42)C3(C)C)CC1 (stereo not given)
37. CCN(CC)c1nc2ccccc2nc1C(C#N)C(=O)NCCc1ccccc1 (stereo not given)
38. O=C(COC(=O)c1cccnc1)Nc1cccc(Cl)c1
39. O=C(COc1cccc2c1CCN(Cc1ccc(Cl)cc1)C2=O)N1CCOCC1
40. COc1cccc(/C=C/C(=O)OCC(=O)Nc2ccc(Cl)cn2)c1
screen / no.,33,34,35,36,37,38,39,40
SRC1 inh,-1,1,4,1,-35,-5,12,1
NR5A2 inv ag,11,7,-5,4,3,10,-22,8
TLR9-MyD88 inh,10,5,-3,3,7,1,-12,2
LMP1 NFkB inh,-13,-15,0,2,-2,4,12,-3
MC4R ag barr,0.5,-2.6,1.7,-1.3,-0.5,0.8,-0.3,0.0
ABHD5-PLIN5 inh,-2,-1,1,-5,-3,7,8,4
NOD2 RIPK2 PPI,-7,-1,-8,1,-1,-13,-10,-10
NR2F2 inh,-11,17,16,18,10,-16,-1,.
MC4R antag cAMP,9,12,3,2,3,0,16,2
SRC3 inh,4,17,15,2,-3,-5,5,8
NCOA2 inhibitor,-27,-12,-35,11,3,-25,12,.

Entries of single compounds as entered above. Screens in order: SRC1 inh	NR5A2 inv ag	TLR9-MyD88 inh	LMP1 NFkB inh	MC4R ag barr	ABHD5-PLIN5 inh	NOD2 RIPK2 PPI	NR2F2 inh	MC4R antag cAMP	SRC3 inh	NCOA2 inhibitor
Cc1nnc(SCC(=O)N(CC(C)C)C2CCS(=O)(=O)C2)n1N (stereo not given) is listed as 1	7	5	-15	-2.6	-1	-1	17	12	17	-12
CN1CCN(C(=O)C23CCC(C)(c4nc5ccccc5nc42)C3(C)C)CC1 (stereo not given) is listed as 1	4	3	2	-1.3	-5	1	18	2	2	11
O=C(COc1ccccc1)NC(NC(=S)Nc1ccccc1C(=O)O)C(Cl)(Cl)Cl (stereo not given) is listed as -1	11	10	-13	0.5	-2	-7	-11	9	4	-27

(next part)
41. Oc1ccccc1CN1CCCC(N2CCc3ccccc3C2)C1 (stereo not given)
42. C/C(=N\NC(=O)c1nnn(-c2nonc2N)c1CSc1ccc(C)cc1)c1cccnc1
43. CC(=O)N1CCN(Cc2nc3cc(NC(=O)COc4cccc(C)c4)ccc3n2C)CC1
44. COc1ccc(C(=O)n2nc(C)c(Br)c2C)cc1
45. CCc1cccc(CC)c1C(OC(C)=O)c1cccnc1 (stereo not given)
46. COc1ccc(C(=O)NC2CCCc3c2cnn3-c2ccc(C)c(C)c2)c(OC)c1OC (stereo not given)
47. COc1ccc(-n2c(SCC(=O)Nc3cccc(C(=O)O)c3)nnc2-c2ccco2)cc1
48. Cc1ccc(NC(=S)N2CCN(S(C)(=O)=O)CC2)cc1Cl
49. O=C(NNC(=O)c1cccc2ccccc12)c1cccc(Cl)c1
50. CC(C)CC(=O)Nc1nnc(CCc2ccccc2)s1
screen / no.,41,42,43,44,45,46,47,48,49,50
SRC1 inh,-31,3,10,-6,14,15,0,-27,-11,-13
NR5A2 inv ag,17,-10,18,7,2,-17,0,7,-21,-26
TLR9-MyD88 inh,-9,5,3,8,-2,-3,-3,-1,4,-7
LMP1 NFkB inh,15,2,6,-10,-5,7,0,9,-6,-195
MC4R ag barr,0.0,-0.6,0.9,-0.3,0.7,-3.9,-1.0,-2.0,-2.0,1.6
ABHD5-PLIN5 inh,-5,5,4,-6,6,0,-8,-7,-6,-1
NOD2 RIPK2 PPI,3,-3,2,-3,3,0,4,-6,-5,-1
NR2F2 inh,11,-6,9,-6,-22,18,6,13,7,-2
MC4R antag cAMP,0,-2,-5,3,13,13,-6,4,1,3
SRC3 inh,-12,2,3,2,34,-24,-1,3,-4,-16
NCOA2 inhibitor,-24,9,-4,-6,15,19,-13,7,-16,-31

An excerpt; the hit share may differ from the screen's.
